# TMEM16A inh: TMEM16A chloride channel inhibitors, primary screen, cell-based, HTS | Anoctamin-1 (Mus musculus), Q8BHY3 | HEK293 TMEM16A/YFP iodide influx fluorescence, ionomycin | normalized B-score (activity score, 25-100; higher = stronger inhibition) at 10 µM | 310,000 compounds, 1.2% hits | AID 588511, 2011;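 active means ratio plate-corrected score three or more library SD toward inhibition, starting fluorescence score within five deviations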;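 further: score derived from kinetic fluorescence span divided by baseline fluorescence per well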
# hERG protect: hERG rescue from dofetilide block, primary screen, cell-based, CHO-hERG, FluxOR thallium flux, dofetilide IC70; dofetilide IC70 present; activation (rescue from dofetilide block), less the hit threshold, % at 10 µM; Voltage-gated inwardly rectifying potassium channel KCNH2 (Homo sapiens), Q12809; 310,000 compounds, 0.51% hits;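 active means activation above the mean of controls blocked by dofetilide plus 5 SD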;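 further: thallium influx through hERG after potassium depolarization seen as dye fluorescence rise; in these data hits start at about 4.7%; inactives centre near -7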
# TRPC4 agonist: activators of mouse TRPC4 channel, primary screen, Fluo4 calcium, HEK293 TRPC4beta/mu-opioid cells; Short transient receptor potential channel 4 (Mus musculus), Q9QUQ5; Fluo4 calcium fluorescence; hits give high values; B-score at 10 µM; 310,000 compounds, 0.49% hits; AID 2237, 2010;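 active means B-score above 5 SD of library B-scores, and initial fluorescence ratio not above library mean plus 5 SD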;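 further: positive B-score marks a calcium rise read as TRPC4 activation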
#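 Test system: HEK293 cells stably co-expressing mouse TRPC4beta and mu-opioid receptor | Schedule: Fluo4 dye loading 45 min at room temperature, 110 s recording | Measured by: Kinetic Fluo4 calcium fluorescence, 5 s baseline at 1 Hz | Evaluation: B score of integrated ratio | Controls: Buffer (low) and maximal DAMGO (high)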
# HDAC3 inh: HDAC3 deacetylase inhibitors, primary screen, biochemical, fluorescence, cell-free homogeneous; AID 2718, 2010; inhibition, % at 8.3 µM; recombinant HDAC3, fluorogenic peptide/trypsin coupled; 320,000 compounds, 0.15% hits; Histone deacetylase 3 (Homo sapiens), O15379; in the data active means inhibition above about 26%, passing the limit was not always enough; inconclusive means no clear call, values can overlap the other calls
# TRPC4 potent: positive allosteric modulators of TRPC4, primary screen, cell-based, mouse TRPC4beta, HEK293 mu-opioid, Fluo-4 calcium | 310,000 compounds, 0.42% hits | Short transient receptor potential channel 4 (Mus musculus), Q9QUQ5 | DAMGO EC20, Fluo-4 Ca2+ flux; hits give high values | AID 2227, 2009 | B-score at 10 µM;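 active means B-score of calcium response area above 5 SD of library B-scores, with initial fluorescence ratio within 5 SD of library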;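 further: B-score of integrated fluorescence ratio over time as area under calcium response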
# KCNQ1 pot: potentiators or activators of KCNQ1 channel, primary screen, cell-based, thallium flux, high-throughput | AID 2648, 2010 | 310,000 compounds, 0.35% hits | B-score at 10 µM | CHO-K1 KCNQ1, thallium flux FluxOR fluorescence; hits give high values;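 active means fluorescence ratio B-score, a plate-corrected score, at least three library SD, with initial intensity B-score within 5 SD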
# Target sequence (P51787 whole entry, looked up): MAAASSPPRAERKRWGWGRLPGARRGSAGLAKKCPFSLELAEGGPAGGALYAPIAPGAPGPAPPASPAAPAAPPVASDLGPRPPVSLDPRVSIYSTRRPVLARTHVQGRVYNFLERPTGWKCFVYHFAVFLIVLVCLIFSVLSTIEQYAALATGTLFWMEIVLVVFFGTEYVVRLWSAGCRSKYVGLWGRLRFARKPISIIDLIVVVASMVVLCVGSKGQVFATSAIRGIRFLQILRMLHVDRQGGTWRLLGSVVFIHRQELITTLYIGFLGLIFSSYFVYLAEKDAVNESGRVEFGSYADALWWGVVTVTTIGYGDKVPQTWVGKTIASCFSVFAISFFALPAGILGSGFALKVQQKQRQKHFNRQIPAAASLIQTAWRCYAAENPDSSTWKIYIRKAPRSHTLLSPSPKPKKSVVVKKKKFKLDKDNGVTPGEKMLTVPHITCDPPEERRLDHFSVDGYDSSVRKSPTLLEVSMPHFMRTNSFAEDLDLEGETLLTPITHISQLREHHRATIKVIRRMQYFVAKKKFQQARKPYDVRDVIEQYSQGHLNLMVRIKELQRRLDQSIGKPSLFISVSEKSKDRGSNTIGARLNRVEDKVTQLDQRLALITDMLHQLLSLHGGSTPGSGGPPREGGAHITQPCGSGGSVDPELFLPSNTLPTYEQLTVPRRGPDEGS
#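 Schedule – 37 °C overnight plating, 90-min dark dye load, 20-min compound pretreatment · System – stable KCNQ1 CHO-K1 line · Probe or stimulus – thallium- and potassium-containing depolarizing buffer · Measured by – kinetic FluxOR fluorescence, 10 s baseline plus 110 s post-stimulus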
# KCNK3 block: human KCNK3 channel inhibitors, primary screen, CHO cells, FluxOR thallium flux, B-score; Potassium channel subfamily K member 3 (Homo sapiens), O14649; FluxOR fluorescence; hits give low values; B-score at 10 µM; 340,000 compounds, 0.84% hits; AID 602410, 2012;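 active means B-score under library mean minus 4 SD, starting fluorescence ratio at most library mean plus 5 SD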;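 further: more negative B-score means stronger inhibition of thallium flux through KCNK3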
# Dyrk1A ADPGlo: rat Dyrk1A kinase inhibitors, primary screen, biochemical, single point, plate reader; ADP-Glo luminescence, NFATc1 peptide; 310,000 compounds, 0.43% hits; inhibition, % at 12.5 µM; in the data active means inhibition above about 50%;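 further: plate controls were vehicle with enzyme for no effect and no enzyme for full effect; many of its hits are not listed in these tables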
# KCNQ1 block: inhibitors of human KCNQ1 channel, primary screen, cell-based, thallium flux, high-throughput | Potassium voltage-gated channel subfamily KQT member 1 (Homo sapiens), P51787 | CHO-K1 KCNQ1, FluxOR thallium flux fluorescence; hits give high values | AID 2642, 2010 | B-score at 10 µM | 310,000 compounds, 1.3% hits;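 active means compounds whose thallium flux B-score, printed positive for inhibition, exceeds three library SD while starting fluorescence stays within three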;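 further: channel opened by potassium depolarization with thallium stimulus after 20 min compound exposure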
# ANO1 activ: TMEM16A chloride channel activators or potentiators, primary screen, cell-based, HTS; Anoctamin-1 (Mus musculus), Q8BHY3; HEK293 TMEM16A/YFP-H148Q/I152L, iodide quench fluorescence; hits give low values; B-score at 10 µM; 340,000 compounds, 0.3% hits; AID 623877, 2012;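 active means fluorescence-ratio B-score plate-corrected deviation score at least 3 library SD below zero, with starting fluorescence score within 5 deviations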;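 further: channel opened by trigger with iodide after compound preincubation; score built on the fluorescence ratio of max minus min over baseline; more negative score means more quench and so TMEM16A activation or potentiation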
# KCNK9 block: KCNK9 potassium channel inhibitors, primary screen, HEK293 cells, thallium flux. FluxOR thallium flux fluorescence; hits give low values. B-score at 10 µM. 310,000 compounds, 1.2% hits. AID 488922, 2010;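 active means ratio B-score over 3 SD below the library mean, with starting fluorescence within 5 SD of its mean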;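 further: negative B-score means less thallium flux so channel inhibition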
# Target sequence (Q9NPC2 whole entry, looked up): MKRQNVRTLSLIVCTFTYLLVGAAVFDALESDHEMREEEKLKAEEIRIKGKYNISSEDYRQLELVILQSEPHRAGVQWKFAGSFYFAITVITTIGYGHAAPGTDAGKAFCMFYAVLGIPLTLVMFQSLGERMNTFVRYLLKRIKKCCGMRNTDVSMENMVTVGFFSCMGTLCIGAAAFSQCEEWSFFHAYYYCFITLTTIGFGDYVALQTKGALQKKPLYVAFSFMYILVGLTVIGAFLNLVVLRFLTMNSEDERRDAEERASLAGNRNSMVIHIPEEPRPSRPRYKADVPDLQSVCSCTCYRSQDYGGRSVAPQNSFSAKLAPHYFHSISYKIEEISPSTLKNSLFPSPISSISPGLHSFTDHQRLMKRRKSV
# Active calls of the source: *; i = inactive; ? = inconclusive; nt = no result given.
# Start of the data: the first two entries, to show the layout:
SMILES,TMEM16A inh,hERG protect,TRPC4 agonist,HDAC3 inh,TRPC4 potent,KCNQ1 pot,KCNK3 block,Dyrk1A ADPGlo,KCNQ1 block,ANO1 activ,KCNK9 block
O=C(Nc1ccccc1F)c1ccc2snnc2c1,i,-8,i,10,i,i,i,-3,i,i,i
O=S(=O)(NCC(O)c1ccccc1)c1ccc(-c2ccccn2)s1 (stereo not given),i,-10,i,8,i,i,i,-3,i,i,i

# The listing, from the start:
SMILES,TMEM16A inh,hERG protect,TRPC4 agonist,HDAC3 inh,TRPC4 potent,KCNQ1 pot,KCNK3 block,Dyrk1A ADPGlo,KCNQ1 block,ANO1 activ,KCNK9 block
O=C(Nc1ccccc1F)c1ccc2snnc2c1,i,-8,i,10,i,i,i,-3,i,i,i
O=S(=O)(NCC(O)c1ccccc1)c1ccc(-c2ccccn2)s1 (stereo not given),i,-10,i,8,i,i,i,-3,i,i,i
CCOC(=O)CNC(=S)N(CCCN1CCCCC1)Cc1cccs1,i,-10,i,1,i,i,i,-3,i,i,i
CC1(C(=O)O)CCC(C(=O)Nc2cccc(F)c2)C1(C)C (stereo not given),i,-6,i,4,i,i,i,2,i,i,i
Cc1ccc(CNC(=O)Cc2ccc(NC3=NC4CS(=O)(=O)CC4S3)cc2)cc1 (stereo not given),i,-1,i,-1,i,i,i,0,i,i,i
NC(=O)CSc1nnc2ccc(-c3ccc(F)cc3)nn12,i,-14,i,-15,i,i,i,0,i,i,i
COc1ccc(Nc2ncnc3ccc(Br)cc23)c(OC)c1,i,-10,i,-7,i,i,i,nt,i,i,i
Cc1nc(CSc2nnc(N)s2)cs1,i,-5,i,7,i,i,i,0,i,i,i
COc1ccc(N2CCN(C(=O)c3ccc(N(C)S(=O)(=O)c4ccc(OC)cc4)cc3)CC2)cc1,i,-5,i,2,i,i,i,-3,i,i,i
CCCCNC(=S)NC1CCCC1,i,-8,i,0,i,i,i,0,i,i,i
COc1ccc(CN=CC2=C(O)CC(C)(C)CC2=O)cc1,i,-9,i,11,i,i,i,-9,i,i,i
COc1cc(OC)cc(C(=O)n2cnnc2N)c1,i,-6,i,?,i,i,i,11,i,i,i
Cc1ccc(OC(=O)C23CC4CC(CC(C4)C2)C3)c(C)n1,i,-8,i,-1,i,i,i,nt,i,i,i
COc1ccc(C2(C(=O)c3ccccc3)C(=O)c3ccccc3C2=O)cc1,i,-11,i,-5,i,i,i,0,i,i,i
Cc1nnc2sc(SCc3ccc(Br)cc3)nn2c1=O,i,-8,i,-14,i,i,i,8,i,i,i
CCOC(=O)N/N=C\c1ccc(-c2cc(Cl)ccc2Cl)o1,i,-1,i,4,i,i,i,4,i,i,-8.6*
O=C(O)c1cccc(-c2ccc(/C=N/n3cnc4sc5c(c4c3=O)CCCC5)o2)c1,i,-19,i,-5,i,i,nt,nt,i,nt,i
Cc1ccc(NC(=O)CN2C(=O)NC(Cc3ccccc3)C2=O)cc1 (stereo not given),i,-11,i,2,i,i,i,5,i,i,i
Fc1ccccc1/C=N/Nc1nn[nH]n1,i,-6,i,-2,i,i,i,8,i,i,i
NC(=S)Nc1cc(Cl)cc(Cl)c1,i,-7,i,1,i,i,i,nt,i,i,i
CC(C)(C)NC(=O)C(c1cccs1)N(CC1CCCO1)C(=O)Cn1nnc(-c2cccs2)n1 (stereo not given),i,-10,i,4,i,i,i,-5,i,i,i
O=C(CCCc1c[nH]c2ccccc12)NCc1ccccc1F,i,-6,i,3,i,i,i,-2,i,i,i
O=C(Cn1cnc2ccccc2c1=O)NCCC(=O)N1CCN(c2ccccc2)CC1,i,-5,i,4,i,i,i,-3,i,i,i
COC(=O)c1sccc1NC(=S)N1CCCCC1,i,-7,i,-4,i,i,i,-3,i,i,i
COc1ccc(CNC(=O)C2CCCN(S(=O)(=O)N3CC(C)CC(C)C3)C2)c(OC)c1 (stereo not given),i,-4,i,3,i,i,i,nt,i,i,i
CC(C)(C)C(=O)N1CCN(c2nc3ccccc3o2)CC1,i,-11,i,1,i,i,i,-4,i,i,i
COC(=O)[C@@]12CCCCN1[C@H](c1ccc(-c3cccc(Cl)c3)c(OC)c1)[C@@H]1C(=O)N(C)C(=O)[C@@H]12,i,-5,i,33*,i,i,i,-1,i,i,i
CCCCc1nc2sc3c(=O)n(N)cnc3c2c2c1CCCC2,i,-4,i,nt,i,i,i,1,i,i,i
COc1ccc(CCn2c(-c3ccccc3)nc3c(c(=O)c4ccccc4n3C)c2=O)cc1,i,-2,i,-2,i,i,nt,nt,i,nt,i
c1ccc(CSc2n[nH]c(-c3ccco3)n2)cc1,i,-14,i,2,i,i,i,2,i,i,i
COc1ccc2nc(NC(=O)Cn3cnc4c(=O)n(C)c(=O)n(C)c43)sc2c1,i,-8,i,-4,i,i,i,8,i,i,i
C[N+](C)(C)CCCCCCC(=O)/C=N/O,i,0,i,-2,i,i,i,1,i,i,i
COc1cccc(OCC(Cn2cnc3ccccc32)OC(C)=O)c1 (stereo not given),i,-11,i,3,i,i,i,5,i,i,i
Cc1cccc(/C=C2\Sc3ccc(C(=O)N4CCOCC4)cc3N(C)C2=O)c1,i,-12,i,6,i,i,i,3,i,i,i
C=CCn1c(SCC(=O)N2CCc3ccccc3C2)nnc1-c1ccncc1,i,-4,i,-4,i,i,i,-4,i,i,i
Cc1ccc(-n2c(C)cc(/C=C3/C(=N)N4C(c5ccccc5)=CSC4=NC3=O)c2C)cc1,i,-5,i,3,i,i,i,0,i,i,i
COC(=O)c1cccc(NC(=O)c2cccnc2C(=O)O)c1C,i,-9,i,-4,i,i,i,1,i,i,i
O=C(NCc1ccccc1)C1=C[C@@H](c2coc3ccccc3c2=O)C[C@@H](OCCCCO)O1,i,-11,i,-4,i,i,i,1,i,i,i
O=C(c1ccccc1)c1ccc(OC(=O)N2CCCC2)cc1,i,-9,i,-6,i,i,i,-2,i,i,i
CN1CCN(C(=O)c2ccccc2NC(=O)CCN2C(=O)c3ccccc3C2=O)CC1,i,-8,i,1,i,i,i,-3,i,i,i
COc1cc(NC(=O)CCCc2c[nH]c3ccccc23)cc(OC)c1,i,-6,i,-1,i,i,i,6,i,i,i
CCOc1ccc(C(=O)NC(=S)Nc2ncccc2C)cc1[N+](=O)[O-],i,-9,i,4,i,i,i,-5,i,i,i
COc1ccc(OC)c(CNC(=O)CCN2C(=O)COc3ccccc32)c1,i,-1,i,0,i,i,i,5,i,i,i
Cc1cccc(C)c1NC(=O)C1CSC2(C)CCC(=O)N12 (stereo not given),i,-12,i,-1,i,i,i,-6,i,i,i
N#CC(C#N)=CC1=C2OC(c3ccccc3)=CC(c3ccccc3)=C2CCC1,i,-2,i,-2,i,i,i,-7,i,i,i
CC(=O)NNc1nc(-c2ccc(C)cc2)cs1,i,-7,i,2,i,i,i,-1,i,i,i
COc1ccc(S(=O)(=O)NNC(=O)c2cccs2)cc1,i,-4,i,3,i,i,i,-1,i,i,i
Cc1cc(=O)oc2c(C)c(OC(C)C(=O)N3CC[C@@]4(O)CCCC[C@H]4C3)ccc12 (stereo not given in full),i,-7,i,-3,i,i,i,8,i,i,i
COc1c(F)c(F)c(-c2csc(N)n2)c(F)c1F,i,-6,i,1,i,i,i,5,i,i,i
CC(O)CNCc1ccc(Cl)cc1Cl (stereo not given),i,-7,i,1,i,i,i,0,i,i,i
O=C(Cn1c2ccccc2c(=O)c2ccccc21)Nc1ccccc1F,i,-1,i,-83,i,i,i,0,i,i,i
CCOC(=O)n1c(=O)n(Cc2ccccc2C)c2ccccc21,i,-7,i,0,i,i,i,0,i,i,i
C[C@H](NC(=O)C1CC(=O)N(c2ccc3c(c2)OCCO3)C1)C(=O)NCc1ccco1 (stereo not given in full),i,-9,i,9,i,i,i,-9,i,i,i
N#Cc1ccc(C(=O)NCC2CCCCC2)cc1,i,-7,i,0,i,i,i,-2,i,i,i
COC(=O)c1c(N)sc(C(=O)NCCc2ccccc2)c1C,i,-9,i,11,i,i,i,-3,i,i,i
CCc1ccc(OCC(=O)N2CCN=C2c2ccccc2)cc1,i,-10,i,0,i,i,i,0,i,i,i
COc1ccc(CNC(=O)C(=O)NCCC2CCCCN2S(=O)(=O)c2ccc(C)cc2)cc1 (stereo not given),i,-18,i,-3,i,i,i,-5,i,i,i
O=C1c2ccccc2NC2(CCCCC2)N1c1ccc(O)cc1,i,-13,i,2,i,i,i,3,i,i,i
O=c1cc(O)nc(-c2ccc(Cl)cc2)s1,i,-6,i,8,i,i,i,3,i,i,i
COc1ccc(NC(=O)CCN2CCN(S(=O)(=O)c3ccc(Br)cc3)CC2)cc1,i,-8,i,1,i,i,i,-5,i,i,i
# (further entries)
SMILES,TMEM16A inh,hERG protect,TRPC4 agonist,HDAC3 inh,TRPC4 potent,KCNQ1 pot,KCNK3 block,Dyrk1A ADPGlo,KCNQ1 block,ANO1 activ,KCNK9 block
O=C(O)/C=C/C(=O)Nc1cc(F)ccc1F,i,-4,i,nt,i,i,i,-3,i,i,i
COc1cccc(NC(=O)Cc2nnc(SCC(=O)NC(C)c3ccccc3)n2C)c1 (stereo not given),i,-6,i,-4,i,i,i,0,i,i,i
Cc1ccc(CC(=O)NCc2cccnc2)cc1,i,-8,i,4,i,i,nt,nt,i,nt,i
O=C(NCCc1c[nH]c2ccccc12)c1ccc([N+](=O)[O-])cc1,i,-1,i,-1,i,i,i,-3,i,i,i
CCOc1ccc(S(=O)(=O)N2CCOCC2)cc1NC(=O)CSCc1c(C)noc1C,i,-11,i,-4,10*,i,i,5,i,i,i

# Bioassay records as filed in PubChem BioAssay.

# A portion of the library, so the mix of outcomes need not match the whole.
